Bioassay records as filed in PubChem.
MITF act = activators of MITF-driven TRPM1 promoter reporter, primary screen, cell-based, SK-MEL-5, luciferase, single point. SK-MEL-5 TRPM1-promoter luciferase, 24 h; % of positive control, neutral wells = 0. activation, % at 12.5 µM. actives 0.75% (n = 300,000);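 active = mean activation of at least 80% with every replicate also reaching 80%; inconclusive = mean reaches 80% but some replicate falls short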;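 note: 0% = neutral control wells and 100% = parthenolide positive control wells; values of inactives mirror those of a sister screen read the other way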
CAL PDZ FP-1 = CAL PDZ peptide-binding inhibitors, primary screen, biochemical, fluorescence polarization, Cer-tagged CAL PDZ, HTS. Golgi-associated PDZ and coiled-coil motif-containing protein (Homo sapiens), Q9HD26. purified CAL PDZ, TMR-peptide fluorescence polarization, 1 h. inhibition, % at 20 µM. actives 0.02% (n = 330,000). AID 504414, 2011;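 active = highest replicate inhibition of at least 40%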;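 note: plate controls were DMSO neutral control wells for no effect and unlabeled competitor peptide control wells for full effect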
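System: tagged CAL PDZ domain. Schedule: 1 h room-temperature incubation prior to read. Signal: fluorescence polarization (mP). Measure: percent inhibition from loss of millipolarization.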
Ecoli viability = E. coli V3065 growth inhibition, primary screen, counter-screen for AddAB inhibitor project, absorbance, OD600; 18 h; inhibition, % at 11.9 µM; actives 0.27% (n = 330,000);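 active = inhibition above the campaign's mean inhibition across all tested compounds plus 3 SD, cut at about 9.9% in these data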;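 note: uninfected addAB+ strain grown without phage in ampicillin broth; 0% = DMSO wells and 100% = ciprofloxacin 0.95 µg/ml wells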
Tat transport = E. coli Tat export inhibitors, primary screen, MC4100, TorA-mCherry reporter, fluorescence, single point; inhibition, % at 10 µM; actives 0.036% (n = 340,000); AID 488895, 2010;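 active = mean replicate inhibition at least 50% and at least half of replicates individually reaching 50%; inconclusive = only one of the two criteria met; inactive = neither criterion met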;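 note: exported cargo escapes ClpAP degradation while cytoplasmic cargo is degraded and loses fluorescence; 0% = median of neutral control wells and 100% = median of NaSCN control wells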
phage Ecoli inh = growth loss of phage-infected E. coli, primary screen, RecBCD inhibitor project, absorbance, with phage, HTS | AID 651602, 2012 | actives 0.26% (n = 360,000) | inhibition, % at 11.9 µM; in the data active = inhibition above about 11%
CAL PDZ FP-2 = untagged CAL PDZ binding inhibitors, primary screen, biochemical, fluorescence polarization, HTS; purified CAL PDZ, TMR-peptide fluorescence polarization, 1 h; inhibition, % at 24.9 µM; actives 0.92% (n = 300,000); Golgi-associated PDZ and coiled-coil motif-containing protein (Homo sapiens), Q9HD26; AID 602252, 2012;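 active = mean inhibition of at least 30% with at least half of replicates also reaching 30%; inconclusive = no clear call, values can overlap the other calls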;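 note: 0% = DMSO neutral control and 100% = excess unlabeled competitor peptide PRC23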
Wnt act = Wnt/beta-catenin pathway activators, primary screen, cell-based, plate reader, single point; actives 1.2% (n = 300,000); activation, % at 9.35 µM; Wnt/beta-catenin reporter cell assay, activator; AID 743398, 2014; in the data active = activation above about 30%, passing the limit was not always enough; inconclusive = no clear call, values can overlap the other calls;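 note: 0% = neutral control wells and 100% = positive control wells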
SR-BI uptake up = activators of SR-BI mediated DiI-HDL uptake, primary screen, ldlA[mSR-BI] CHO cells, DiI fluorescence | activation, % at 12.5 µM | 3 h; 100 = double the neutral-control signal | actives 0.096% (n = 320,000) | AID 504775, 2011;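 active = mean replicate activation of at least 60% and every replicate at or above 60%; inconclusive = mean or all-replicate condition met, but not both; inactive = mean below 60% and not all replicates reaching 60%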;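 note: 0% = median plate neutral-control signal and 100% = twice that signal; values of inactives mirror those of a sister screen read the other way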
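System: CHO ldlA[mSR-BI] cells / Medium: HEPES-buffered (25 mM, pH 7.4) F12 plus 0.5% BSA / Probe or stimulus: labelled HDL, 10 µg/mL / Doses: single compound concentration, delivered by pin transfer / Schedule: 3 h, 37 °C / Measured by: DiI fluorescence, bottom read / Measure: cell-associated DiI fluorescence as measure of HDL uptake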
SR-BI DiI inh = inhibitors of SR-BI mediated HDL lipid uptake, primary screen, ldlA[mSR-BI] cells, fluorescence, single point; inhibition, % at 12.5 µM; AID 488896, 2010; Scavenger receptor class B member 1 (Mus musculus), Q61009; ldlA[mSR-BI] CHO cells, DiI-HDL uptake fluorescence, 3 h; actives 0.96% (n = 320,000);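 active = mean replicate inhibition of at least 70% and a set share of replicates each scoring 70 or more; inconclusive = meets just one of the two criteria; inactive = fails both criteria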;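 note: 0% = median of neutral control wells and 100% = median of positive control wells; values of inactives mirror those of a sister screen read the other way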
Target sequence (Q61009 whole entry, looked up): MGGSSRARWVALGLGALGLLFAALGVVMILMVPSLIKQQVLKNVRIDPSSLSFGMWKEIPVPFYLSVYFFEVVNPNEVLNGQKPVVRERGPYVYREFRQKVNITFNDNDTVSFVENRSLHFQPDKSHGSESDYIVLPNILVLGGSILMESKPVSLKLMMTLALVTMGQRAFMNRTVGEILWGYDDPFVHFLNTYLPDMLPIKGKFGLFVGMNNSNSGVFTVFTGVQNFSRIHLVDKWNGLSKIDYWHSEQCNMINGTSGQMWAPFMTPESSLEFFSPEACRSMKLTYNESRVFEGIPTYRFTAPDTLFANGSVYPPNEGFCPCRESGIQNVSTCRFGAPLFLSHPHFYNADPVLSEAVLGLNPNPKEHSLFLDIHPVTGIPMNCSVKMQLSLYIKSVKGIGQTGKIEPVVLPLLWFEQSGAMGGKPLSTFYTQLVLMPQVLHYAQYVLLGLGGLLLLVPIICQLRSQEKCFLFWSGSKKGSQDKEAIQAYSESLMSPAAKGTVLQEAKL
AddAB inh = growth inhibition of E. coli expressing H. pylori AddAB, primary screen, AddAB inhibitor project, absorbance; inhibition, % at 11.9 µM; actives 0.29% (n = 330,000); AID 435030, 2010; in the data active = inhibition above about 12%;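 note: 0% = vehicle wells of infected cells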
An asterisk follows results filed as active; ? = inconclusive; . = not tested or not shown.

Results follow in this order: CAL PDZ FP-1	Wnt act	Ecoli viability	Tat transport	CAL PDZ FP-2	phage Ecoli inh	AddAB inh	MITF act	SR-BI uptake up	SR-BI DiI inh
Cc1cc(C)n(CC(O)COCc2ccco2)n1 (centres undefined)
    -2.6	.	-0.5	-11	-3	3.7	-0.9	2	-4	4
COc1cc(C(C)=O)ccc1OCCCN1CCC(Cc2ccccc2)CC1
    -2.6	-2	-1.1	-3	-3	-0.5	-0.2	-4	5	-5
CC(C)(C)c1ccc(OCCC(=O)NCC(c2cccs2)N2CCOCC2)cc1 (centres undefined)
    -2.5	-3	-1.0	9	-4	1.8	-3.2	-4	3	-3
CCCN1Cc2cccc(C(=O)Nc3ccc(-c4nc5ccccc5[nH]4)cc3)c2C1=O
    -0.9	.	0.5	-9	-4	0.7	0.7	-11	-14	14
CC[C@H]1C(O)C[C@H]2CCN3C(=O)CCC[C@H]1[C@H]23 (some centres undefined)
    0.2	-2	-0.5	-2	-6	3.7	0.1	10	22	-22
Cc1ccc(-c2cc(C(=O)NCc3ccco3)c3ccccc3n2)o1
    -3.6	-2	-2.3	-12	-7	1.8	-1.0	10	-46	46
CCN1C(=O)CC(NCc2ccc(S(N)(=O)=O)cc2)C1=O (centres undefined)
    1.2	0	1.5	-2	2	1.4	2.1	-4	-5	5
Cc1onc(-c2c(Cl)cccc2Cl)c1NC(=O)NNc1ccccn1
    -0.5	4	1.9	1	-3	-0.8	2.9	.	4	-4
O=C(CCn1c(=O)c2ccccc2n(Cc2ccccc2)c1=O)NCc1ccc2c(c1)OCO2
    -0.8	-6	1.6	2	-3	3.4	1.7	-5	.	-28
CC(C)c1ccc(OCc2nc(-c3ccccn3)no2)c(Br)c1
    -2.8	76*	0.5	0	-6	2.0	0.6	79	.	.
O=C(c1ccc(Cl)cc1)C1CCN(C(=O)c2ccccc2F)CC1
    0.5	1	.	0	.	2.1	.	5	31	-31
CCOc1ccc(-n2c(SCC(=O)NCc3ccco3)nnc2-c2c[nH]c3ccccc23)cc1
    -0.8	-3	-0.7	-2	1	0.5	-3.8	.	-61	61
O=C(NC(Cc1c[nH]c2ccccc12)C(=O)O)c1ccc(Br)cc1 (centres undefined)
    -0.4	-2	-1.3	6	-1	4.0	1.0	.	8	-8
CC1(C)CC2(CC(c3ccccc3F)c3ccc(O)c(O)c3O2)NC(=S)N1 (centres undefined)
    0.2	-1	-0.2	10	2	3.2	0.2	-10	-33	33
Cc1ccc(-c2ccc(=O)n(Cc3cccc(Br)c3)n2)cc1
    -0.7	1	0.0	5	0	0.1	2.8	-12	14	-14
O=C(C1=C(O)C(=O)N(Cc2ccco2)C1c1ccccc1F)c1cccs1 (centres undefined)
    0.0	6	-1.5	-2	-3	3.9	0.9	4	18	-18
CC(=O)c1cccc(NS(C)(=O)=O)c1
    -3.1	-4	2.0	-4	-2	3.2	5.0	-12	-7	7
Cc1cccc(C)c1OCc1cc(C(=O)N(Cc2nccn2C)C(C)C)no1
    -2.6	-1	1.6	-2	3	3.5	4.5	2	-16	16
CN(C)/C=C/C(=O)c1cnc2sccn2c1=O
    -0.5	0	-1.7	-3	10	6.9	1.9	-1	30	-30
CC1(C)NC(=O)N(CC(=O)O)C1=O
    -0.2	-5	-0.8	3	-2	4.7	0.0	-6	47	-47
COC(=O)COc1ccc(S(=O)(=O)Nc2ccc(C(N)=O)cc2)cc1C
    -0.1	.	-1.2	-3	-1	1.9	1.2	-10	16	-16
O=C(CCCOC(=O)c1cccnc1Cl)c1ccc(Br)cc1
    -0.3	-2	1.7	-8	.	5.2	3.4	14	-2	2
O=C(O)c1cccc(N2C(=S)N=C(Nc3ccccc3)C23CCCCC3)c1
    -1.7	-3	-0.8	-15	-1	1.5	3.5	-4	-16	16
O=C(c1ccccc1NS(=O)(=O)c1ccccc1)N1CCCCCC1
    1.0	-2	-0.6	-5	.	0.6	-0.9	-22	19	-19
Cc1ccccc1NS(=O)(=O)c1ccc(OCC(=O)NCc2cccnc2)cc1
    -0.5	.	1.9	1	2	2.2	-0.2	-4	-11	11
O=C(CCSc1ccccc1)Nc1nccs1
    -2.4	.	-0.9	-4	-4	0.2	-0.1	-5	-5	5
CCC(C(=O)NCc1ccco1)N(C(=O)CNS(=O)(=O)c1ccc(F)cc1)c1ccccc1F (centres undefined)
    -2.6	3	-0.9	-6	0	0.9	-0.6	-17	5	-5
C=CCN(C(=O)c1cccc(S(=O)(=O)N2CCN(C)CC2)c1)c1nc(-c2ccccc2)cs1
    -0.7	-3	0.5	7	-6	3.3	4.0	7	-2	2
COC(=O)c1ccccc1NC(=S)N1CCN(C2CCCCC2)CC1
    -0.7	1	-1.1	19	61*	-1.8	-0.2	1	0	0
COc1ccc2oc(C(=O)OCC(=O)N(C)CC(=O)Nc3ccc(C)cc3)c(C)c2c1
    -1.9	0	-0.7	-3	.	3.8	0.9	-9	-27	27
COc1cc(C(=O)NC2CCN(C)CC2)ccc1Nc1ncc2c(n1)N(C1CCCC1)CCC(=O)N2C(C)C
    0.4	.	.	-5	-2	.	.	-73	23	-23
O=C(/C=C/c1cccc(Cl)c1)NCc1ccccc1
    -0.6	-1	2.3	13	.	2.6	1.1	17	12	-12
CN(CC(=O)Nc1cc([N+](=O)[O-])ccc1Cl)Cc1ccc(Br)cc1
    0.6	0	1.5	4	0	-6.2	1.9	-2	-31	31
CCC(Oc1ccc(C)cc1)C(=O)Nc1ccccc1C(=O)N1CCOCC1 (centres undefined)
    -1.7	1	0.7	0	3	-1.3	0.7	0	11	-11
O=C(CSc1ncnc2c1oc1ccccc12)Nc1ccccc1C(F)(F)F
    0.7	-2	0.0	3	.	-0.1	1.6	0	18	-18
CCCCSc1nc2sc3c(c2c(=O)[nH]1)CC(C)(CC)OC3 (centres undefined)
    -0.2	-2	-2.4	-12	7	0.7	-1.8	17	10	-10
Cc1ccc(NC(=O)CN(C)C(=O)c2cc(-c3cccs3)nn2-c2ccccc2)cc1
    0.2	0	-1.2	7	-1	-1.9	-0.3	-11	16	-16
COCC(=O)O[C@]1(CCN(C)CCCc2nc3ccccc3[nH]2)CCc2cc(F)ccc2[C@@H]1C(C)C
    -1.5	8	-0.2	1	0	5.3	-0.8	-29	32	-32
Nc1nc(SCC(=O)Nc2ccc([N+](=O)[O-])cc2)[nH]c(=O)c1NC(=O)c1ccc(Br)o1
    -2.4	0	0.8	0	-2	1.2	3.3	3	3	-3
O=C(CNCc1ccccc1)Nc1ccc(Cl)cc1
    -0.5	8	0.3	-11	-7	4.0	1.8	43	-12	12
CCOCCCNC(=S)N1CCCC(c2nc3ccc(C)cc3[nH]2)C1 (centres undefined)
    0.3	-2	0.8	-6	0	2.8	2.0	-8	-14	14
CC(C)(C)c1ccc(C(=O)CS(=O)(=O)c2ccccc2)cc1
    -0.6	.	-0.3	10	0	2.4	-0.6	108*	.	.
COc1ccccc1NS(=O)(=O)c1cccc(N=C2N=C(N)c3ccccc32)c1
    -2.2	-18	0.3	?	-5	3.0	3.0	-16	13	-13
CCCCC(=O)Nc1ncc(S(=O)(=O)c2ccc([N+](=O)[O-])cc2)s1
    0.7	-3	1.8	-2	-7	3.2	3.4	-21	18	-18
CCOc1cc(N2CCOCC2)c(OCC)cc1NC(=O)CN1C(=O)C2C3C=CC(C3)C2C1=O (centres undefined)
    -2.6	0	-0.8	-2	0	2.1	-2.0	-14	5	-5
O=C(NC(Cc1ccccc1)C(=O)O)/C(=C/c1ccc(Cl)cc1)NC(=O)c1ccccc1 (centres undefined)
    -1.0	0	0.4	-6	6	1.9	0.3	-13	42	-42
S=c1[nH]nc2nnc3ccccc3n12
    -0.3	-1	-4.9	-8	.	-2.0	-3.2	-16	-12	12
CC1CN(C(=O)CS(=O)(=O)Cc2ccc(Cl)cc2)CC(C)O1 (centres undefined)
    -0.3	0	1.1	2	-1	0.0	2.0	7	31	-31
Cc1ccc(NC(=O)CN(C)C(=O)COC(=O)[C@@H](NC(=O)c2ccccc2F)C(C)C)cc1
    0.0	-3	2.1	-3	-1	2.0	2.0	.	-13	13
COC(=O)C(Cc1c[nH]c2ccccc12)NC(=O)c1cncc(Br)c1 (centres undefined)
    -0.5	1	2.2	-4	-2	-0.2	3.0	-22	3	-3
Cc1nc(NC(=O)COC(=O)C2=NNC(=O)CC2)c(Cl)cc1Cl
    -3.3	-6	1.2	1	-3	4.3	1.2	-4	-3	3
Cc1ccc(N=c2c([N+](=O)[O-])nn(-c3ccccc3)n2O)c(C)c1
    0.5	-3	-1.4	0	1	4.7	0.0	21	-17	17
Cc1cc(Cl)ccc1OCC(=O)Nc1cccnc1
    -0.6	4	0.4	5	.	1.2	2.9	76	.	.
CCN1CCN(C(=S)Nc2sc(C)c(-c3ccccc3)c2C(=O)OC)CC1
    -2.3	-2	-0.2	12	-2	1.3	-0.9	0	-27	27
COc1ccc(C(C(=O)NC(C)(C)C)N(C(=O)CNC(=O)c2cccs2)c2ccc(C)cc2)cc1OC (centres undefined)
    0.9	1	-0.4	0	-4	3.0	0.1	2	6	-6
Cc1ccc(C(=O)NCCc2nnc3ccc(SCC(=O)Nc4cc(C)on4)nn23)cc1
    0.2	-1	0.2	0	-3	0.1	-0.8	-11	4	-4
NNC(=O)C(Cc1ccc(O)cc1)N1Cc2ccccc2C1=O (centres undefined)
    -2.4	-2	-1.8	6	-2	0.6	-2.2	-5	12	-12
C=CCn1c(CCc2cc(C(C)(C)C)c(O)c(C(C)(C)C)c2)n[nH]c1=S
    -0.2	-22	-1.5	9	6	3.4	0.1	-5	-11	11

Arranged by the number under CAL PDZ FP-1 (rising): three of the compounds above.
Compound,CAL PDZ FP-1,Wnt act,Tat transport,CAL PDZ FP-2,phage Ecoli inh,MITF act,SR-BI uptake up,SR-BI DiI inh
O=C(NC(Cc1ccccc1)C(=O)O)/C(=C/c1ccc(Cl)cc1)NC(=O)c1ccccc1 (centres undefined),-1.0,0,-6,6,1.9,-13,42,-42
O=C(/C=C/c1cccc(Cl)c1)NCc1ccccc1,-0.6,-1,13,.,2.6,17,12,-12
Cc1ccc(C(=O)NCCc2nnc3ccc(SCC(=O)Nc4cc(C)on4)nn23)cc1,0.2,-1,0,-3,0.1,-11,4,-4
